Screening results as filed in PubChem.
TNAP inh hiacc: inhibitors of human TNAP at high phosphate acceptor concentration. P05186. purified TNAP, CDP-star luminescence, 1 M DEA. inhibition, % at 20 µM. actives 0.03% (n = 200,000). AID 1135;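 active means over 50% inhibition of tissue-nonspecific alkaline phosphatase at 20 µM in the single-dose screen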;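 further: plate controls were DMSO wells for no effect and EDTA-quenched wells as full inhibition for full effect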
Target sequence (P05186 whole entry, looked up): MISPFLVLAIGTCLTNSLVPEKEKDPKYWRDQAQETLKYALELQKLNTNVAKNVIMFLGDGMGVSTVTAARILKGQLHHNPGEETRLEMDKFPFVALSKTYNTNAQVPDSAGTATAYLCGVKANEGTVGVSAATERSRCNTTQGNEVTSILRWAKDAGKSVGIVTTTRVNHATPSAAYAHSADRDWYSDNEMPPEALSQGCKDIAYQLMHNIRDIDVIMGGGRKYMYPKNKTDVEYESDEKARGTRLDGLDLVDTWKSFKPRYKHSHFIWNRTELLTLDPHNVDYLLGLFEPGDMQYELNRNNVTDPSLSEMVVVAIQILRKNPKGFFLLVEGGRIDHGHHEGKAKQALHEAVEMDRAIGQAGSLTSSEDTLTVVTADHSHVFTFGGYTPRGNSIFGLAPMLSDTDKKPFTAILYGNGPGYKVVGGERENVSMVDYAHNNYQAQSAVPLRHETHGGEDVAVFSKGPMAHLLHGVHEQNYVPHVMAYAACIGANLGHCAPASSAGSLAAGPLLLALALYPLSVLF
L major viab: Leishmania major promastigote growth inhibition; actives 9% (n = 200,000); inhibition, % at 10 µM; Leishmania major promastigotes, resazurin fluorescence viability; in the data active means inhibition above about 50%;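 further: promastigotes grown with compound for 44 hours at 28 °C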
FLuc act counter: firefly luciferase counter-screen for stimulation assays; P08659; ATPlite luciferase biochemical, luminescence, 10 min; 0 = ATP-free wells, 1 = DMSO control; activation factor at 10 µM; 200,000 tested, under 10 active; AID 1027;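 active means luciferase activation factor, scaled between plate controls, of at least 2 with compound at 10 µM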
Target sequence (P08659 whole entry, looked up): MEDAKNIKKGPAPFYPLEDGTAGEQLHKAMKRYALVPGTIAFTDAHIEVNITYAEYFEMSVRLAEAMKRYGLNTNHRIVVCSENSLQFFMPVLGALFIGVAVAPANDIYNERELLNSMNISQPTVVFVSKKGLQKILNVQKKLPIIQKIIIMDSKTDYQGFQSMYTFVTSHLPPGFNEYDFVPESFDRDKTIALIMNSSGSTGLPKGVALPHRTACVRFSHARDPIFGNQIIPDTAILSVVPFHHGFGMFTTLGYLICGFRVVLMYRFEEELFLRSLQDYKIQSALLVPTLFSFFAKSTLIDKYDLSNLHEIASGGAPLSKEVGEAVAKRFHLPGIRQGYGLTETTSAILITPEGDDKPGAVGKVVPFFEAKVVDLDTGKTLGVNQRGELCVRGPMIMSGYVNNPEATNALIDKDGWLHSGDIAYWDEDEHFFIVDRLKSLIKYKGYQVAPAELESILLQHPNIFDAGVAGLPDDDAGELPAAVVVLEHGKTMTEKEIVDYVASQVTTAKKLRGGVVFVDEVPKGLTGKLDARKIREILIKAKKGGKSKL
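test system = cell-free luciferase reagent | medium = PBS as buffer for the ATP substrate | dosing = test compounds dosed from 2 mM stocks in 100% DMSO | incubation = 10 min at ambient temperature | detection = luminescence measurement of luciferase light output | benchmarks = low control with PBS replacing ATP, high control enzyme plus ATP without compound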
FLuc inhib CS: counter-screen for luciferase assay inhibitors: firefly luciferase inhibition. inhibition, % at 10 µM. AID 1006. P08659. ATPLite firefly luciferase biochemical luminescence, 10 min. actives 1.5% (n = 200,000);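 active means inhibition above about 50% when tested at 10 µM, limit read from the data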
RAM network inh: blocks the yeast RAM network | S. cerevisiae dse1pr::URA3 reporter, 5-FOA growth OD615, 2 d; analog-sensitive cbk1-as2 kinase mutant strain | inhibition, % at 50 µM | actives 1.8% (n = 190,000) | AID 868;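 active means inhibition above a set limit, 3 SD over mean compound inhibition, cut at about 8.4% in these data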;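 further: 0% = DMSO-only wells with no growth and 100% = 10 µM 1-NA-PP1 full growth; inhibition rescues growth on 5-FOA so higher OD means more RAM inhibition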
APP transl inh: APP translation inhibition; SH-SY5Y APP 5'UTR-luciferase reporter, luminescence; inhibition, % at 2 µM; actives 0.82% (n = 190,000); AID 1285;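 active means inhibition above a set limit, derived from the sample mean plus 3 SD, cut at about 45% in these data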; further: values of inactives mirror those of a sister screen read the other way
TNAP act hiacc: increases human TNAP activity under high phosphate acceptor concentration; purified TNAP, CDP-star luminescence, 1 M DEA, 30 min; hits give high values; 0 = EDTA background, 1 = DMSO-only activity; AID 1136; 200,000 tested, under 10 active; activation factor at 20 µM; P05186;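 active means activation factor at least 2 at 20 µM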
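system = human TNAP | amount = enzyme diluted 1/800 final | reagent = 100 µM CDP-star substrate | signal = luminescent substrate turnover signal | dosing = one dose, 20 µM | benchmarks = EDTA negative control, DMSO positive control | measure = activation factor | timing = 30 min reaction, room temperature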
bIAP act: increases bovine intestinal alkaline phosphatase activity | purified bovine IAP, CDP-star luminescence, 30 min; hits give high values; fold of DMSO-control signal, blank-subtracted | activation factor at 20 µM | actives 0.17% (n = 200,000) | AID 1016;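 active means activation factor of 2 or more at 20 µM, a signal rise over negative controls twice the positive control's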
TNAP inh no acc: TNAP (human) inhibition, acceptor-free conditions | inhibition, % at 20 µM | P05186 | purified TNAP, CDP-star luminescence, 30 min | actives 0.26% (n = 200,000);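 active means tissue-nonspecific alkaline phosphatase inhibition above about 50% at 20 µM in the single-dose screen, limit read from the data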;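 further: 0% = DMSO negative control and 100% = EDTA positive control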
bIAP inhibitor: blocks bovine intestinal alkaline phosphatase activity; inhibition, % at 20 µM; 190,000 tested, under 10 active; AID 1019; purified bovine IAP, CDP-star luminescence, 30 min;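 active means over 50% inhibition of intestinal alkaline phosphatase at 20 µM in the single-dose screen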
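test system = bovine IAP enzyme | medium = DEA buffer 100 mM, pH 9.8, with MgCl2 1.0 mM, ZnCl2 0.02 mM | detection = luminescence | dosing = single compound dose of 20 µM, 2% DMSO final | incubation = 30 min reaction at room temperature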
* marks the source's active call; other numbers are inactive results; x = not tested or not shown. An unsorted share of the library; 13% or so of the library scored in one or more.

SMILES	TNAP inh hiacc	L major viab	FLuc act counter	FLuc inhib CS	RAM network inh	APP transl inh	TNAP act hiacc	bIAP act	TNAP inh no acc	bIAP inhibitor
CC(C)COC(=O)c1ccc(NC(=O)C2C3C=CC(C3)C2C(=O)O)cc1 (stereo not given)	-8.8	-1.0	1	-1.9	0.3	-55.9	1.1	1	-10.7	3.6
Cc1c(Br)c([N+](=O)[O-])nn1C(C)C(=O)Nc1ccc2c(c1)OCO2 (stereo not given)	0.0	26.9	1	-4.7	1.8	-8.9	1	0.9	-2.4	10.7
CC(=O)NC(=S)Nc1cc(C(=O)O)ccc1Cl	-3.2	-8.1	1	-1.3	0.2	-7.8	1	1	-10.1	0.3
C=CCNc1cc(C(F)(F)F)nc(-c2ccccn2)n1	-4.3	6.8	1.1	-5.0	0.7	0.5	1	0.9	7.5	9.3
COc1ccc(-c2[nH]ncc2/C=N/NC(=O)c2ccc(Br)cc2)c(OC)c1	-3.0	-6.5	1.1	-7.5	1.9	-6.0	1	0.9	-29.9	13.4
Cc1c(N=Cc2cc3c(cc2Cl)OCO3)c(=O)n(-c2ccccc2)n1C	0.5	x	1	-1.0	x	x	1	1	-9.5	2.9
CCCCN(CC)C(=O)Cc1ccccc1OC	-5.2	-3.5	1.1	-6.4	2.5	0.5	1.1	0.9	-12.5	5.9
CC(=O)SC(C[N+](=O)[O-])c1cn(C(C)=O)c2ccccc12 (stereo not given)	-2.2	18.0	1	-4.5	-1.2	2.5	1	0.8	-13.5	20.3
COC(=O)C(Nc1ccccc1Cl)(c1cc(C)c(O)c(C)c1)C(F)(F)F (stereo not given)	-2.7	25.3	1	-2.2	3.5	16.4	1	0.7	-4.7	25.5
CC1(C)Cc2c(c(=S)nc(-c3ccccc3)n2CCOCCO)CO1	-4.3	-9.7	1.1	-8.8	-0.3	6.1	1	1	1.5	1.3
O=C(Nc1ccccc1C(=O)NCC1CCCO1)c1ccc(Cl)cc1Cl (stereo not given)	-6.7	11.9	1.1	-5.5	1.8	-9.1	1.1	1	-13.6	2.7
COc1cc(/C=C/C(=O)Nc2ccc(N3CCCCC3)c(S(=O)(=O)Nc3ccccc3Cl)c2)cc(OC)c1OC	-1.2	53.2*	1	-3.5	5.6	9.5	1	1	-8.3	0.9
CC(NC(=S)Nc1c(Br)cccc1OC(F)F)C(C)(C)C (stereo not given)	-2.9	59.9*	1.1	-6.2	-0.7	2.2	1	1	-3.4	-2.6
CCOc1ccc(-c2nnn(CC(=O)c3ccc4c(c3)OCCO4)n2)cc1OCC	-2.5	-4.3	1.1	-5.5	0.3	-13.1	1	1	-4.2	-1.3
CCOC(=O)c1ccc(N2C(=O)c3n[nH]c(-c4ccco4)c3C2c2cccc([N+](=O)[O-])c2)cc1 (stereo not given)	2.4	96.5*	1.1	-7.0	3.8	-7.0	1	1	-86.2	2.2
CCNc1nc(NC(C)C)nc(Oc2ccc(OCc3ccccc3)nn2)n1	-4.6	2.7	1.1	-5.2	3.5	-21.4	1	1	-7.5	1.3
COc1ccc(NC(=O)CSc2ccccn2)cc1OC	-3.5	-1.4	1.1	-5.4	1.5	14.2	1	1.1	-1.7	-7.5
O=S(=O)(c1cnccc1N1CCN(/N=C/c2ccc(Br)cc2)CC1)N1CCCCC1	-3.9	6.2	1	-1.4	1.8	-6.7	1	1	-7.2	0.8
O=C(Cc1ccccc1Cl)N1CCN(c2ncccn2)CC1	-6.5	-7.4	1.1	-8.0	-0.8	5.2	1.1	1.2	-4.9	-15.1
O=C(NCc1ccncc1)C(F)(F)C(F)(F)C(=O)NCc1ccncc1	-4.6	-5.8	1.1	-6.2	0.9	-11.4	1	0.9	-2.1	5.7
COc1ccccc1Nc1c([N+](=O)[O-])cncc1[N+](=O)[O-]	-3.8	14.1	1	-2.5	-0.7	-0.5	1	0.9	-7.6	6.6
COc1ccc(C(=O)NCCc2c[nH]c3ccccc23)cc1S(=O)(=O)N1CCOCC1	-8.2	5.5	1.1	-7.8	0.8	-12.0	1.1	0.9	-12.6	9.9
COC(=O)[C@@H](NC(=O)Nc1ccccc1F)C(C)C	-4.6	-7.0	1	-1.7	0.6	3.4	1	1	-8.5	1.6
O=C1CC(SC2=NCCS2)C(=O)N1c1ccc(Br)cc1 (stereo not given)	-3.1	0.6	1.1	-10.2	0.3	-6.3	1	0.9	-10.8	5.5
Cc1oc(-c2cccs2)nc1CN1CC[C@@](O)(c2ccccc2)[C@H]2CCCC[C@@H]21	-8.1	42.3	1.1	-6.0	1.0	-1.8	1.1	1	-11.3	-2.9
COc1ccc(C2N(c3cc(C)on3)C(=O)C3CCCN32)cc1OC (stereo not given)	1.7	1.1	1	-0.4	0.3	-11.4	1	1.1	-6.5	-10.0
COc1ccccc1CNC(=O)Cn1nnc(-c2ccncc2)n1	0.3	-5.4	1	-3.5	1.9	4.0	1	0.9	-6.2	9.8
COc1cccc(OCc2nnc(SCc3cc(=O)[nH]c4ccccc34)o2)c1	-9.0	8.3	1	0.6	2.0	5.8	1.1	0.9	-6.0	6.6
COc1ccc(CN2C3CCCC2CC(NC(=O)/C=C/c2ccccc2)C3)cc1 (stereo not given)	-0.6	87.5*	1	2.2	2.1	1.7	1	1.3	-2.6	-28.2
CC(C)(C)n1nnnc1C(c1ccccc1F)N(Cc1ccco1)CC1CCCO1 (stereo not given)	-2.8	43.2	1.1	-6.1	1.5	-1.6	1	1	-7.1	-2.2
CC1CCCCN1C(=O)CSc1nnc(Cc2ccccc2)n1C (stereo not given)	-0.1	-6.5	1.1	-9.3	1.0	-10.4	1	2.1*	-8.3	-108.3
CNC(=O)c1nn(-c2ccc(Cl)cc2)ccc1=O	-2.4	-2.4	1.1	-6.3	-0.7	-15.0	1	0.9	-2.1	12.0
Cc1nnc(SCC(=O)NC(=O)NC(C)(C)C)s1	-0.4	-0.3	1.1	-5.9	0.1	-4.5	1	1.1	8.5	-5.6
O=C(O)c1ccc(NCc2ccncc2)cc1	-0.9	6.2	1	-1.1	0.5	x	1	1	-14.8	3.7
CC(C)c1ccc(/C=C/C2=NNC(=O)CC2)cc1	-4.5	-4.0	0.7	26.3	0.8	-164.7	1	1	-7.3	1.7
CCOC(=O)C(=Cc1ccc(-n2ccnc2)cc1)C(=O)OCC	-0.7	79.2*	1	2.3	0.2	2.7	1	0.9	-1.5	9.3
COc1ccccc1CN1CCNC(=O)C1CC(=O)O (stereo not given)	3.0	-1.3	1	-0.8	1.7	-1.0	1	1.1	-0.9	-6.9
CC1CCCCC1NC(=O)/C(C#N)=C/c1ccccc1F (stereo not given)	-4.7	100.2*	1.1	-5.0	-1.5	-13.9	1	1.1	6.5	-10.7
CCC(C)N=Cc1c(NCc2ccco2)nc2c(C)cccn2c1=O (stereo not given)	-0.9	31.0	1	-2.5	1.6	11.0	1	1	-4.7	-3.2
Cc1ccc(C2c3c(-c4ccccc4O)n[nH]c3C(=O)N2Cc2ccncc2)cc1 (stereo not given)	-6.9	46.1	1.1	-8.5	-0.6	-7.7	1.1	0.9	-40.6	14.1
COc1ccc(C(=O)NC(=S)Nc2ccc(CN3CCCCC3)cc2)cc1Cl	-0.8	98.7*	1	-3.7	0.5	4.7	1	0.9	-10.1	13.6
CC(O)CNCCNCc1c(OCc2ccccc2)ccc2ccccc12 (stereo not given)	-3.2	100.7*	1	1.9	0.9	3.1	1	1.1	-9.8	-13.6
COCCn1c(SCC(=O)NCc2ccc3c(c2)OCO3)nnc1-c1c[nH]c2ccccc12	-12.1	-4.7	1	-4.7	-0.5	x	1.1	1.1	-0.4	-5.5
C=CCn1c(SCC(=O)Nc2ccc(-c3nc4ccc(C)cc4s3)cc2)nnc1-c1ccccc1	0.5	-6.0	0.5	47.9	-1.1	-146.0	1	1	-8.5	1.1
COc1ccccc1NC1=CC(=O)CC(c2ccccc2)C1 (stereo not given)	1.0	-2.5	1	-1.4	1.2	20.9	1	0.9	25.3	10.4
Cc1ccc(CNC(=O)Cn2c(=O)n(-c3ccccc3)c(=O)c3sccc32)cc1	3.0	-7.8	0.9	9.1	0.6	3.6	1	1.1	-12.0	-6.8
Cc1ccc(NC(=O)COC(=O)c2cccnc2)cc1	-2.4	-3.6	1	4.7	0.4	-6.3	1	0.9	-11.1	11.6
O=c1cc(CSc2ccc(Cl)cc2)nc(N2CCOCC2)[nH]1	-3.2	15.2	1	-3.7	2.2	-6.4	1	0.9	-3.5	12.0

Entries listed so far shown as hits in bIAP act:
| canonical_smiles | TNAP inh hiacc | RAM network inh | APP transl inh | TNAP act hiacc | bIAP act | TNAP inh no acc | bIAP inhibitor |
| --- | --- | --- | --- | --- | --- | --- | --- |
| CC1CCCCN1C(=O)CSc1nnc(Cc2ccccc2)n1C (stereo not given) | -0.1 | 1.0 | -10.4 | 1 | 2.1* | -8.3 | -108.3 |

New compounds follow.
SMILES	TNAP inh hiacc	L major viab	FLuc act counter	FLuc inhib CS	RAM network inh	APP transl inh	TNAP act hiacc	bIAP act	TNAP inh no acc	bIAP inhibitor
CC1CCN(S(=O)(=O)c2ccc(C(=O)N3CCN(c4ccccc4F)CC3)cc2)CC1	-6.4	11.4	1.1	-9.1	3.5	-12.9	1.1	1	-7.7	1.2
Cc1ccc(OC(C)C(=O)Nc2ccc(C)c(S(=O)(=O)Nc3ccc(C)cc3C)c2)cc1 (stereo not given)	-2.3	66.8*	1	-3.7	7.8	-0.2	1	0.5	-11.0	49.9
O=[N+]([O-])c1ccc2c(c1)C(N1CCOCC1)/C(=C/COc1ccc(Cl)cc1Cl)O2 (stereo not given)	4.4	10.4	1	-1.7	1.4	2.2	1	1	-4.7	3.4
CC1CCC(NC(=O)CN2C(=O)C3CCCN3c3ncc(Cl)cc32)CC1 (stereo not given)	-4.0	4.9	1	-4.1	1.6	-10.5	1	1.1	-27.2	-10.7
CN1C2C=C3C(C#N)=C(N)C(C#N)(C#N)[C@@H](c4cccs4)C3C1CC2 (stereo not given in full)	-4.4	22.4	1	-2.2	1.2	3.4	1	1	-7.9	-2.2
COCCNC(=O)C(c1ccc(C)o1)N(C(=O)c1snc(C(N)=O)c1N)c1cccc(C)c1 (stereo not given)	-5.6	-4.3	1.1	-6.3	2.8	-4.3	1.1	1.1	-10.3	-10.6

Exported field by field: part of the list above.
CN1C2C=C3C(C#N)=C(N)C(C#N)(C#N)[C@@H](c4cccs4)C3C1CC2 (stereo not given in full)
  TNAP inh hiacc: -4.4	L major viab: 22.4	FLuc act counter: 1	FLuc inhib CS: -2.2	RAM network inh: 1.2	APP transl inh: 3.4	TNAP act hiacc: 1	bIAP act: 1	TNAP inh no acc: -7.9	bIAP inhibitor: -2.2

O=[N+]([O-])c1ccc2c(c1)C(N1CCOCC1)/C(=C/COc1ccc(Cl)cc1Cl)O2 (stereo not given)
  TNAP inh hiacc: 4.4	L major viab: 10.4	FLuc act counter: 1	FLuc inhib CS: -1.7	RAM network inh: 1.4	APP transl inh: 2.2	TNAP act hiacc: 1	bIAP act: 1	TNAP inh no acc: -4.7	bIAP inhibitor: 3.4
